Source: PubChem BioAssay (several laboratories)
Hck Nef HTS = blocks Nef-activated human Hck kinase | Recombinant Hck-YEEI plus Nef, Z-Lyte FRET kinase assay | inhibition, % at 20 µM | actives 0.68% (n = 220,000) | AID 463187;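 active = Hck-Nef kinase inhibition above about 50%, limit read from the data; inactive = inhibition below that limit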;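 note: 0% = DMSO with Hck plus Nef and 100% = Hck alone without Nef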
L929 necroptosis = L929 zVAD cell death inhibition. L929 zVAD necroptosis rescue, ATP luminescence, 24 h; with zVAD 60 µM. viability rescue, % at 10 µM. actives 0.38% (n = 220,000). AID 1377;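 active = activation, scaled between plate controls, above about 75%, limit read from the data; inactive = activation under that limit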;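 note: 0% = zVAD with DMSO and 100% = DMSO alone without zVAD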
m-calpain inh = calpain II (pig) inhibition; purified calpain II, fluorogenic peptide substrate, 30 min; inhibition, % at 16 µM; actives 0.37% (n = 220,000);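 active = inhibition above about 50%, limit read from the data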
14-3-3 Bad inh = disrupts binding of bovine 14-3-3 zeta to phospho-Bad peptide. P63103. TR-FRET 14-3-3zeta/Dy647-pBad peptide displacement, 1 h. inhibition, % at 21.7 µM. actives 0.71% (n = 220,000). AID 781;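 active = inhibition above about 70%, limit read from the data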;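 note: 0% = full 14-3-3 plus peptide FRET controls and 100% = background without 14-3-3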
Target sequence (P63103 whole entry, looked up): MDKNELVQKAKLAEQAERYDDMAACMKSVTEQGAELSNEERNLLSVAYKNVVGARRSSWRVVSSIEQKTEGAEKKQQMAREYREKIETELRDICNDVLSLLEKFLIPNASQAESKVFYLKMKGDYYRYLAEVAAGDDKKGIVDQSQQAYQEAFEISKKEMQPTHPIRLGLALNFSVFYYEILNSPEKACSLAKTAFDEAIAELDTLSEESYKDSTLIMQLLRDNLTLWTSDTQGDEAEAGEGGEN
eIF4E-4G inh = eIF4E/eIF4G interaction inhibition in translation initiation; inhibition, % at 21.7 µM; AID 782; P63073+Q04637; actives 0.37% (n = 220,000); TR-FRET eIF4E-eIF4GI(517-606) binding, 2 h;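 active = inhibition above about 30%, limit read from the data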;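 note: 0% = full FRET control wells and 100% = background wells lacking eIF4GI fragment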
Rad51 HR inh = Rad51 (human) homologous recombination inhibition | Q06609 | hRad51 DNA strand exchange, fluorescence dequenching | inhibition, % at 10 µM | actives 0.085% (n = 200,000);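 active = inhibition above 40% at the single screening dose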;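 note: 0% = DMSO control wells and 100% = blanks with heterologous ssDNA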
Target sequence (Q06609 whole entry, looked up): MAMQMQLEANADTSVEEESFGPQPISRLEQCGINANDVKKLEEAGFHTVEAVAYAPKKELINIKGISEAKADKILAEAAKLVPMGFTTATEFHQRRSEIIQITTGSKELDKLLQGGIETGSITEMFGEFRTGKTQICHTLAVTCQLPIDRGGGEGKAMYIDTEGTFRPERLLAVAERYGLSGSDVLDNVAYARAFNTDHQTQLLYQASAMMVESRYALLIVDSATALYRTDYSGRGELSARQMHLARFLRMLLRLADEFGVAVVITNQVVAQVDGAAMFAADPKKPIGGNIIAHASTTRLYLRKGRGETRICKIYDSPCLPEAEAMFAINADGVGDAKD
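Material: human Rad51–ssDNA filaments; Probe or stimulus: labelled 47-mer dsDNA for strand exchange; Doses: single 10 µM dose; Incubation: 37 °C 15-min filament assembly, 30-min compound preincubation, 15-min exchange; Technique: FRET fluorescence dequenching, excitation 485 nm, emission 520 nm; Measure: Fluorescence-based percent inhibition, control- and blank-normalised; Benchmarks: plate control and blank wells.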
EP2 mod = modulators of human EP2 prostaglandin E2 receptor; EP2-expressing cells, cAMP HTRF FRET, PGE2 co-stimulation; induction, % at 25 µM; P43116; actives 0.83% (n = 260,000);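 active = compounds whose cAMP rise, as percent of the full-agonist control response, exceeds 60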;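 note: rat C6 glioma line stably carrying human EP2 under a CMV promoter; the protocol text gives 20 µM as final concentration; 100% = response of wells given 1 µM PGE2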
Target sequence (P43116 whole entry, looked up): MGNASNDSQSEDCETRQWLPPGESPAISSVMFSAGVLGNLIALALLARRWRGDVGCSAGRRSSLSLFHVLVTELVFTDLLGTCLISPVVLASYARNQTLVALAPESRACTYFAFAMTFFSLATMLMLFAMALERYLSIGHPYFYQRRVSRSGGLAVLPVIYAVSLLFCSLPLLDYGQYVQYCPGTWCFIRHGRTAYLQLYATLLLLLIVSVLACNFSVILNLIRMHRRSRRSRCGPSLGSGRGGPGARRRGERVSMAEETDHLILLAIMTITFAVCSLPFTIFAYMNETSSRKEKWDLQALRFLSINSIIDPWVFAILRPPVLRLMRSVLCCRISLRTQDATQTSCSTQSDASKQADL
EP2 antag = inhibitors of human EP2 prostaglandin E2 receptor | P43116 | C6 glioma cells expressing human EP2, cAMP TR-FRET; cells stimulated with saturating PGE2 | inhibition, % at 25 µM | actives 0.52% (n = 260,000) | AID 1422;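 active = percent inhibition above 40 after rounding to a whole number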;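 note: rat C6 glioma host cells with rolipram phosphodiesterase inhibitor present; the protocol text gives 20 µM as final concentration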
Tb hexokinase = blocks Trypanosoma brucei hexokinase 1 activity; recombinant TbHK1, G6PDH-coupled NADH A340; inhibition, % at 10 µM; actives 0.11% (n = 220,000);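 active = inhibition of 50% or more in the single-dose primary screen; inactive = inhibition below 50%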
* = called active by the depositor; & = joins results of further samples; [ ] = dose if it differs, or a comment. Only part of the results is shown (hit frequency here may not be typical).

A first look, four compounds:
For OC1(c2ccc(Br)cc2)CN(c2ccccc2)C2=[N+]1CCS2 (stereo not given) the results were Hck Nef HTS 0, L929 necroptosis -1.0, m-calpain inh 28, 14-3-3 Bad inh -11, eIF4E-4G inh -9, Rad51 HR inh 3, EP2 mod 75*, EP2 antag 14 and Tb hexokinase 2.
`COc1ccc(Cl)cc1NC(=O)CN(C)CC(=O)Nc1ccccc1N1CCOCC1` gave Hck Nef HTS 18, L929 necroptosis -1.9, m-calpain inh 20, 14-3-3 Bad inh -7, eIF4E-4G inh 4, Rad51 HR inh 6, EP2 mod -1, EP2 antag 5 and Tb hexokinase 0.
`O=C1C(Cl)=C(NC2CCCCC2)C(=O)N1Cc1ccccc1` gave Hck Nef HTS 15, L929 necroptosis 1.4, m-calpain inh 23, 14-3-3 Bad inh -13, eIF4E-4G inh -1, Rad51 HR inh 16, EP2 mod 31, EP2 antag 5 and Tb hexokinase 4.
Screening O=C(NCC1COc2ccccc2O1)C1CCCN(S(=O)(=O)c2cccc3cccnc23)C1 (stereo not given) returned Hck Nef HTS 0, L929 necroptosis 1.6, m-calpain inh -38, 14-3-3 Bad inh 5, eIF4E-4G inh -3, Rad51 HR inh -4, EP2 mod 16, EP2 antag 6 and Tb hexokinase 0.

The listing, from the start:
For OC1(c2ccc(Br)cc2)CN(c2ccccc2)C2=[N+]1CCS2 (stereo not given) the results were Hck Nef HTS 0, L929 necroptosis -1.0, m-calpain inh 28, 14-3-3 Bad inh -11, eIF4E-4G inh -9, Rad51 HR inh 3, EP2 mod 75*, EP2 antag 14 and Tb hexokinase 2.
`COc1ccc(Cl)cc1NC(=O)CN(C)CC(=O)Nc1ccccc1N1CCOCC1` gave Hck Nef HTS 18, L929 necroptosis -1.9, m-calpain inh 20, 14-3-3 Bad inh -7, eIF4E-4G inh 4, Rad51 HR inh 6, EP2 mod -1, EP2 antag 5 and Tb hexokinase 0.
`O=C1C(Cl)=C(NC2CCCCC2)C(=O)N1Cc1ccccc1` gave Hck Nef HTS 15, L929 necroptosis 1.4, m-calpain inh 23, 14-3-3 Bad inh -13, eIF4E-4G inh -1, Rad51 HR inh 16, EP2 mod 31, EP2 antag 5 and Tb hexokinase 4.
Screening O=C(NCC1COc2ccccc2O1)C1CCCN(S(=O)(=O)c2cccc3cccnc23)C1 (stereo not given) returned Hck Nef HTS 0, L929 necroptosis 1.6, m-calpain inh -38, 14-3-3 Bad inh 5, eIF4E-4G inh -3, Rad51 HR inh -4, EP2 mod 16, EP2 antag 6 and Tb hexokinase 0.
Cn1c(C(=O)N2CCCc3ccccc32)cc2c(=O)n3ccccc3nc21 was read as Hck Nef HTS 4, L929 necroptosis 0.3, m-calpain inh -90, 14-3-3 Bad inh 8, eIF4E-4G inh 2, EP2 mod -22 and Tb hexokinase -10.
CCCn1nnc(NC(=S)NC(=O)CC)n1 was read as Hck Nef HTS 6, L929 necroptosis -0.3, m-calpain inh 14, 14-3-3 Bad inh -10, eIF4E-4G inh -1[fluorescence artefact?], Rad51 HR inh 1, EP2 mod 21, EP2 antag 8 and Tb hexokinase -5.
`O=C(CCc1ccccc1)NNC(=O)c1ccc(NC(=O)c2ccccc2)cc1` gave Hck Nef HTS 1, L929 necroptosis 0.1, m-calpain inh -17, 14-3-3 Bad inh 4, eIF4E-4G inh 3[fluorescence artefact?], Rad51 HR inh -15, EP2 mod -22, EP2 antag 5 and Tb hexokinase 30.
CCOC(=O)c1cc(C)sc1N1C(=O)C2C3C=CC(C3)C2C1=O (stereo not given) was read as Hck Nef HTS -1, L929 necroptosis 0.1, m-calpain inh -1, 14-3-3 Bad inh -12, eIF4E-4G inh 8, Rad51 HR inh -2, EP2 mod -6, EP2 antag 4 and Tb hexokinase -1.
Screening COc1ccc(/C(O)=C/C(=O)C(=O)NNC(=O)C(O)(c2ccccc2)c2ccccc2)cc1 returned Hck Nef HTS -2, L929 necroptosis 0.1, m-calpain inh -25, 14-3-3 Bad inh 8, eIF4E-4G inh 3, Rad51 HR inh 6, EP2 mod 10, EP2 antag 10 and Tb hexokinase -9.
For Cc1cccc(CN2C(=O)CCSc3ccc(Cl)cc32)c1 the results were Hck Nef HTS -1, L929 necroptosis 0.3, m-calpain inh 11, 14-3-3 Bad inh -2, eIF4E-4G inh 5, Rad51 HR inh -5, EP2 mod 9, EP2 antag 18 and Tb hexokinase 6.
Screening CN1OC(COC(=O)c2ccccc2)CC1c1ccccc1 (stereo not given) returned Hck Nef HTS 2, L929 necroptosis -0.1, m-calpain inh -36, 14-3-3 Bad inh 12, eIF4E-4G inh 1, Rad51 HR inh 5, EP2 mod 8, EP2 antag -2 and Tb hexokinase 2.
Cc1ccc(C2=NC3(CCCCC3)NC2=S)cc1 was read as Hck Nef HTS 6, L929 necroptosis 0.6, m-calpain inh -8, 14-3-3 Bad inh -11, eIF4E-4G inh 0, Rad51 HR inh -8, EP2 mod 36, EP2 antag 10 and Tb hexokinase -8.
Screening Cc1cc(C)cc(NC(=O)COC(=O)CCCNC(=O)c2ccc(Cl)cc2)c1 returned Hck Nef HTS 1, L929 necroptosis -0.2, m-calpain inh 6, 14-3-3 Bad inh 8, eIF4E-4G inh 2, Rad51 HR inh 7, EP2 mod -14, EP2 antag 9 and Tb hexokinase -9.
CN(CCc1ccccn1)C(=O)Nc1cccc(Cl)c1 was read as Hck Nef HTS -1, L929 necroptosis 0.7, m-calpain inh -13, 14-3-3 Bad inh -2, eIF4E-4G inh 4, Rad51 HR inh 11, EP2 mod -22, EP2 antag 18 and Tb hexokinase 2.
Cc1cc(N2CCCCC2C)nc(-c2ccccc2O)n1 (stereo not given) was read as Hck Nef HTS 19, L929 necroptosis 5.2, m-calpain inh -17, 14-3-3 Bad inh -4, eIF4E-4G inh 1, Rad51 HR inh 19, EP2 mod 55, EP2 antag 12 and Tb hexokinase -7.
Screening COCCCNC(=O)CC(C)c1ccccc1 (stereo not given) returned Hck Nef HTS -2, L929 necroptosis 0.2, m-calpain inh 11, 14-3-3 Bad inh -6, eIF4E-4G inh 6, EP2 mod 9, EP2 antag 4 and Tb hexokinase 6.
`CCCn1c(Nc2ccccc2)nc2ccccc21` gave Hck Nef HTS -2, L929 necroptosis 0.3, m-calpain inh 13, 14-3-3 Bad inh -4, eIF4E-4G inh 2, Rad51 HR inh 3, EP2 mod -9, EP2 antag 12 and Tb hexokinase -8.
Screening Oc1ccc(CNCC2COc3ccccc3O2)cc1 (stereo not given) returned Hck Nef HTS 1, L929 necroptosis 0.8, m-calpain inh 3, 14-3-3 Bad inh 49, eIF4E-4G inh 8[fluorescence artefact?], Rad51 HR inh 4, EP2 mod -15, EP2 antag 20 and Tb hexokinase 5.
CCCCCCSc1nnc(-c2cnn(-c3ccccc3)c2-n2cccc2)n1C was read as Hck Nef HTS 1, L929 necroptosis -0.5, m-calpain inh 56*, 14-3-3 Bad inh -3, eIF4E-4G inh -5, Rad51 HR inh -4, EP2 mod -57, EP2 antag 14 and Tb hexokinase 12.
`Cc1ccc(-c2nn3nnnc3c3ccccc23)cc1` gave Hck Nef HTS 0, L929 necroptosis 0.4, m-calpain inh -11, 14-3-3 Bad inh -2, eIF4E-4G inh 14, Rad51 HR inh 3, EP2 mod 24, EP2 antag 14 and Tb hexokinase -4.
For CN(C)c1nc(OCCNC(=O)COc2ccc(Cl)cc2Cl)nc(N(C)C)n1 the results were Hck Nef HTS 1, L929 necroptosis 0.0, m-calpain inh 11, 14-3-3 Bad inh -16, eIF4E-4G inh -2, Rad51 HR inh -6, EP2 mod 19, EP2 antag 2 and Tb hexokinase -6.
COc1ccccc1NS(=O)(=O)c1ccc(O)cc1 was read as Hck Nef HTS 9, L929 necroptosis -1.0, m-calpain inh 16, 14-3-3 Bad inh -13, eIF4E-4G inh -8, Rad51 HR inh -4, EP2 mod 3, EP2 antag 9 and Tb hexokinase -3.
`O=C(Nc1ccc(Oc2cccnc2)cc1)c1ccccc1Cl` gave Hck Nef HTS 3, L929 necroptosis 0.2, m-calpain inh 0, 14-3-3 Bad inh -1, eIF4E-4G inh 1, Rad51 HR inh -2, EP2 mod -13, EP2 antag 9 and Tb hexokinase -1.
For O=C(Cc1ccccc1)NCCSC1CCCCC1 the results were Hck Nef HTS -1, L929 necroptosis 0.4, m-calpain inh 9, 14-3-3 Bad inh -2, eIF4E-4G inh 2, Rad51 HR inh 29, EP2 mod -1, EP2 antag 3 and Tb hexokinase 1.
Screening O=C1N=C(N2CCCC2)S/C1=C\c1cccc(Br)c1 returned Hck Nef HTS -2, L929 necroptosis -0.5, m-calpain inh -26, 14-3-3 Bad inh 11[fluorescence artefact?], eIF4E-4G inh -1[fluorescence artefact?], Rad51 HR inh 1, EP2 mod 8, EP2 antag 14 and Tb hexokinase -52.
`CN1CCc2nc(SCC(=O)Nc3cccc(F)c3)c(C#N)c(-c3cccs3)c2C1` gave Hck Nef HTS 15, L929 necroptosis 0.1, m-calpain inh 7, 14-3-3 Bad inh 0, eIF4E-4G inh -10, Rad51 HR inh 6, EP2 mod -11&10, EP2 antag 7&5 and Tb hexokinase 16.
For CCOCCCNS(=O)(=O)c1cc(Br)cc2c1N(C(=O)C1CC1)CC2 the results were Hck Nef HTS 4, L929 necroptosis 0.6, m-calpain inh 4, 14-3-3 Bad inh 2, eIF4E-4G inh -1, Rad51 HR inh -6, EP2 mod -6, EP2 antag 5 and Tb hexokinase 4.
O=C(NCCN1CCOCC1)Nc1ccc(F)cc1 was read as Hck Nef HTS 14, L929 necroptosis 2.0, m-calpain inh -2, 14-3-3 Bad inh -3, eIF4E-4G inh 5, Rad51 HR inh 11, EP2 mod 11, EP2 antag 7 and Tb hexokinase 0.
COc1ccccc1C1C(C#N)=C(N)N(c2cccnc2)C2=C1C(=O)CC(C)(C)C2 (stereo not given) was read as Hck Nef HTS 0, L929 necroptosis -0.2, m-calpain inh -13, 14-3-3 Bad inh 3, eIF4E-4G inh -3, Rad51 HR inh -1, EP2 mod 20, EP2 antag 8 and Tb hexokinase -10.
COc1ccc(CCNC(=O)COc2ccc(S(=O)(=O)NC3CCCCC3)cc2Cl)cc1OC was read as Hck Nef HTS 2, L929 necroptosis -0.2, m-calpain inh 8, 14-3-3 Bad inh -2, eIF4E-4G inh 8, Rad51 HR inh -17, EP2 mod 1, EP2 antag 5 and Tb hexokinase 4.
COc1ccc(C2c3ccc(O)cc3Oc3ncn4nc(-c5ccco5)nc4c32)cc1OC (stereo not given) was read as Hck Nef HTS 6, L929 necroptosis 0.3, m-calpain inh 17, 14-3-3 Bad inh 24, eIF4E-4G inh 1, Rad51 HR inh -15, EP2 mod 17, EP2 antag 3 and Tb hexokinase -8.
Screening CCOC(=O)C(NS(=O)(=O)c1ccc(C)cc1)(C(F)(F)F)P(=O)(OCC(C)C)OCC(C)C (stereo not given) returned Hck Nef HTS 3, L929 necroptosis 0.9, m-calpain inh 20, 14-3-3 Bad inh 12, eIF4E-4G inh 0, Rad51 HR inh 3, EP2 mod 8, EP2 antag 0 and Tb hexokinase -6.
For COC(=O)c1ccc(/C=N\NC(=O)c2ccc(C)cc2Cl)cc1 the results were Hck Nef HTS 2, L929 necroptosis 0.1, m-calpain inh 25, 14-3-3 Bad inh 6, eIF4E-4G inh -6, Rad51 HR inh -6, EP2 mod -44, EP2 antag 16 and Tb hexokinase -2.
`CCc1nn(-c2ccccc2)c2c1-c1cc(OC)c(OC)cc1C1(N2)C(=O)Nc2ccccc21` (stereo not given) gave Hck Nef HTS -19, L929 necroptosis 1.6, m-calpain inh -200, 14-3-3 Bad inh -7, eIF4E-4G inh 6, EP2 mod -11 and Tb hexokinase -10.
